S1P3 antag: blocks the human S1P3 receptor; 0.27% of 170,000 active; CHO S1P3 NFAT-BLA reporter, FRET fluorescence, antagonist mode; inhibition, % at 4.98 µM;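 active = inhibition above the plate cutoff, the mean inhibition of test wells on that plate plus 3 SD, cut at about 28% in these data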;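 also: cells challenged with S1P at its EC80 of 0.8 µM; blue over green emission ratio from cleaved BLA substrate after 4 h stimulation; 0% = S1P-stimulated wells and 100% = unstimulated DMSO-only wells; some compounds past the cut are filed as inactive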
Target sequence (Q99500 whole entry, looked up): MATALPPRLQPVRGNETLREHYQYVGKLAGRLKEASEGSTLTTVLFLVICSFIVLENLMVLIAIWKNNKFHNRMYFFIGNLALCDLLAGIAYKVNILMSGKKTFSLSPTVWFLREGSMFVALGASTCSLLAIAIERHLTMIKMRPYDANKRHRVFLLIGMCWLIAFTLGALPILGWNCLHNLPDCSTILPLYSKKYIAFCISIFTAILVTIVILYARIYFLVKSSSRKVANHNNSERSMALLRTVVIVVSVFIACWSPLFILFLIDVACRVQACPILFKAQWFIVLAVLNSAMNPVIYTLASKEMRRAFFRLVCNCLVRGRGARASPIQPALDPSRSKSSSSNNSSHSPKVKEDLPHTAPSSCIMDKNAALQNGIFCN
An asterisk follows results filed as active.

Preview (7 entries):
SMILES	S1P3 antag
CNC(=O)/C(C#N)=C/c1cccc(Oc2ccccc2)c1	6.7
O=C(O)CCCCCNCc1c(Cl)cccc1Cl	-9.4
COc1ccc(/C=N/NC(=O)CSc2ccccn2)cc1OC	-5.6
CC(C)(CN1CCN(Cc2ccccc2)CC1)NS(=O)(=O)c1ccccc1	-4.0
CC(C)(C)c1ccc(/C=C2\Oc3c(ccc(O)c3CN3CCN(CCO)CC3)C2=O)cc1	5.3
O=C(NCc1ccco1)C1CCCN1S(=O)(=O)c1ccccc1C(F)(F)F (stereo not given)	5.8
O=C(Nc1ccccc1Cl)Oc1ccc(Cl)cc1Cl	-4.4

The listing, previewed entries included:
SMILES	S1P3 antag
CNC(=O)/C(C#N)=C/c1cccc(Oc2ccccc2)c1	6.7
O=C(O)CCCCCNCc1c(Cl)cccc1Cl	-9.4
COc1ccc(/C=N/NC(=O)CSc2ccccn2)cc1OC	-5.6
CC(C)(CN1CCN(Cc2ccccc2)CC1)NS(=O)(=O)c1ccccc1	-4.0
CC(C)(C)c1ccc(/C=C2\Oc3c(ccc(O)c3CN3CCN(CCO)CC3)C2=O)cc1	5.3
O=C(NCc1ccco1)C1CCCN1S(=O)(=O)c1ccccc1C(F)(F)F (stereo not given)	5.8
O=C(Nc1ccccc1Cl)Oc1ccc(Cl)cc1Cl	-4.4
Cc1cccc(C)c1NC(=O)Nc1ccc(S(N)(=O)=O)cc1	3.7
Cc1cc(/C=C(\C#N)C(=O)O)c(C)n1CCC(C)C	6.8
CN(C(=O)COC(=O)c1cc(-c2ccco2)nc2ccccc12)C1CCS(=O)(=O)C1 (stereo not given)	-25.3
C=C(C)Cc1c(C)c(C#N)c2nc3ccccc3n2c1NCCCN(C)C	6.4
O=C(CSc1nccc(-c2cccs2)n1)Nc1cccc(Cl)c1	8.1
NS(=O)(=O)c1ccc(CNC(=O)/C=C/c2ccc(S(=O)(=O)N3CCOCC3)cc2)cc1	-3.2
S=C(Nc1ccccc1)Nc1ccccc1-n1cccc1	5.2
Cc1nc2c(C)cccn2c1/C(O)=C1\C(=O)C(=O)N(CCN(C)C)C1c1ccccc1 (stereo not given)	2.3
CCOc1ccc(-n2nnc3c(=O)n(CC(=O)NCc4ccco4)cnc32)cc1	0.2
Cn1c(=O)c2[nH]c(COc3ccc(C(C)(C)C)cc3)nc2n(C)c1=O	-3.9
COc1cc(OC)cc(/C(N)=N/O)c1	9.3
Cc1ccccc1-n1cc(-c2ccc(Br)cc2)nc1SCC(N)=O	8.8
O=c1[nH]c(CN2CCN(c3ccccn3)CC2)nc2c(Br)cc(Br)cc12	3.2
CC(C)Cc1nc2ccccc2[nH]1	-17.5
COc1ccccc1NNC(=O)c1cccnc1Oc1ccccc1	-10.7
COC(=O)CC1(C(=O)OC)Oc2ccc(Br)cc2C(=O)N1c1ccc(Br)cc1Cl (stereo not given)	4.3
CCOC(=O)c1[nH]cnc1C(=O)NCc1ccccc1	-2.2
Cc1cccc(C)c1NC(=O)COC(=O)c1cc(=O)c2ccccc2o1	7.0
Cn1c(=O)c2c(nc(N/N=C/c3ccncc3)n2Cc2ccccc2)n(C)c1=O	3.1
CC1(C)CC(=O)C2=C(C1)Nc1ccccc1[S@]2=O	-19.2
COc1cc(/C=N/n2c(-c3cc(C)[nH]n3)n[nH]c2=S)cc(OC)c1OC	-20.3
CN(C)c1ccc(S(=O)(=O)N2CCCCC2)cc1NC(=O)COc1ccccc1F	-12.2
O=C(NNC(=S)NC1CC2CCC1C2)c1ccc(Cl)cc1 (stereo not given)	-0.6
COC(=O)c1ccsc1NC(=O)c1ccc2c(c1)OCCO2	-3.6
COc1ccc(NS(=O)(=O)c2cccc(NC(=O)CNC(C)=O)c2)cc1	-5.1
O=C(CCl)NC1(C(F)(F)F)C(=O)Nc2c1c(=O)[nH]c(=O)n2-c1ccccc1 (stereo not given)	1.7
CCOC(=O)N1CCC(N2CCCC(C(=O)c3cccc(OC(C)C)c3)C2)CC1 (stereo not given)	10.1
Cc1cc(C)cc(OCC(=O)N(Cc2ccc(N(C)C)cc2)C2CCS(=O)(=O)C2)c1 (stereo not given)	-7.1
CCC1(C)Cc2nc3[nH]c(=S)n(-c4ccccc4C)c(=O)c3cc2CO1 (stereo not given)	15.4
O=C1CC(c2ccccc2Oc2cccc(Cl)c2)C(n2cncn2)C(=O)C1C1NCCc2ccccc21 (stereo not given)	-15.0
O=C(Nc1ccc(Cl)c(Cl)c1)c1ccc(Cl)c(Cl)c1	7.8
Nc1nnc(CSCc2ccccc2Cl)s1	-3.0
CN(c1ccccc1)S(=O)(=O)c1cccc(NC(=O)c2ccncc2)c1	5.7
COc1ccc(CCNc2nc3ccccc3n3cnnc23)cc1OC	-9.4
NS(=O)(=O)c1ccc(O)c(NC(=O)c2ccc([N+](=O)[O-])o2)c1	-7.7
Cc1cccc(N(C(=O)CS(=O)CC(=O)Nc2ccc3c(c2)OCO3)C(C)C(=O)NC2CCCC2)c1C (stereo not given)	-1.5
CCC(=O)Nc1ccc(C(=O)CSc2nc(N)cc(N)n2)cc1	9.6
CC(=O)Nc1ccc(S(=O)(=O)C(C#N)c2nc3ccccc3nc2NCCO)cc1 (stereo not given)	-11.6
COc1ccc(CC(=O)n2[nH]c(=O)c3ccccc3c2=O)cc1OC	-7.7
O=C(/C=C/c1cccnc1)c1ccc(O)cc1	-2.5
Cc1ccc(-c2noc(-c3c(C)noc3C)n2)cc1	-2.1

2 successive entries from above:
SMILES	S1P3 antag
O=C(/C=C/c1cccnc1)c1ccc(O)cc1	-2.5
Cc1ccc(-c2noc(-c3c(C)noc3C)n2)cc1	-2.1

Further results:
SMILES	S1P3 antag
Cn1nnnc1Sc1nc(-c2cccnc2)nc2ccccc12	19.3
COc1c(O)ccc2c1CN1CCc3cc4c(cc3C1C2)OCO4 (stereo not given)	3.7
NC(=O)C1CCN(C2=C(NS(=O)(=O)c3ccccc3)C(=O)c3ccccc3C2=O)CC1	-7.8
N/C(CS(=O)(=O)c1ccccn1)=N\OC(=O)c1ccccc1Cl	-6.1
Cn1cnc([N+](=O)[O-])c1Sc1n[nH]c(N)n1	8.7
CCN(CC)CCCN(Cc1cc2cc(OC)ccc2[nH]c1=O)C(=O)Nc1ccccc1	-19.3
Cc1cc(O)c(C(C)C)cc1N=Nc1ccccc1C(=O)O	10.0
N#CCCN(CCC#N)S(=O)(=O)c1ccc(C(=O)Nc2nc(-c3ccccc3)c(C(=O)c3ccccc3)s2)cc1	-19.8
O=C(Cc1ccc(Br)cc1)Nc1nc2ccccc2[nH]1	-7.7
COc1ccc(CC(=O)O/N=C(\N)c2ccccn2)cc1	-2.8
N#C/C(=N/Nc1ccc(OC(F)(F)F)cc1)C(N)=S	12.3
COc1cccc(Oc2c(C)oc3c(CN4CCOCC4)c(O)ccc3c2=O)c1	2.0
O=C(NN=C(Cc1ccccc1)Cc1ccccc1)c1ccncc1	-7.5
Cc1cccn2c(=O)c3cc(C#N)c(=NC(=O)c4ccncc4)n(Cc4ccco4)c3nc12	-22.5
COc1cc(/C=C/C(=O)O)cc(S(=O)(=O)Nc2ccc3nc(C)sc3c2)c1OC	-8.0
O=C(NNS(=O)(=O)c1ccc(C(F)(F)F)cc1)c1cnn(-c2ccccc2)c1C(F)(F)F	2.2
Cc1ccc(S(=O)(=O)N2CCCCC2C(=O)Nc2nncs2)cc1 (stereo not given)	-7.6
CCc1nc2ccccc2c(C(=O)OCC(=O)Nc2cccc(S(=O)(=O)NC3=NCCCCC3)c2)c1C	-19.6
Cc1ccc(-n2cc(CN3CCN(C(=O)c4ncn[nH]4)CC3)c(-c3ccc(F)cc3)n2)cc1	-16.9
Clc1ccc(C[n+]2cc(-c3ccc(Cl)cc3)n3c2CCC3)cc1	4.4
CC(C)OC1(c2ccccc2)OC(=O)c2ccccc21 (stereo not given)	6.5
COc1ccccc1C(=O)NCCC(=O)Nc1cccnc1	-11.0
COc1cc2cc(C)c(SCC(=O)N3CCN(C(=O)c4ccco4)CC3)nc2cc1OC	-1.4
Cc1cc(/C=C2\NC(=O)NC2=O)c(C)n1-c1ccc(N2CCOCC2)cc1	-4.8
COCCNC(=O)CSc1nc2scc(-c3ccccc3)c2c(=O)[nH]1	9.9
Cc1ccc(C)c(NNC(=O)C(=O)NNc2cc(C)ccc2C)c1	4.9
Cc1ccc(Nc2nc(-c3ccncc3)nc3ccccc23)cc1	3.1
NC(=O)NC(CC(=O)NCCc1ccc(S(N)(=O)=O)cc1)c1ccccc1Cl (stereo not given)	3.5
O=C(N/N=C/C1=Cc2ccccc2OC1)c1ccncc1	-1.9
O=C(Nc1ccccc1)N1CCCN(c2c(Cl)cncc2Cl)CC1	-1.8
O=C(OCCNc1ccc(C(F)(F)F)cc1[N+](=O)[O-])c1cc2ccccc2oc1=O	-9.4
O=C(CSc1n[nH]c(=O)[nH]c1=O)NC1CCCCC1	-5.9
O=C(O)CC/C(=N\Nc1ccc(S(=O)(=O)N2CCOCC2)cc1[N+](=O)[O-])c1cccs1	1.7
Cc1ccc(N2CCN(C(=O)C3CCN(S(=O)(=O)c4cccc5nsnc45)CC3)CC2C)cc1 (stereo not given)	-19.8
CCOc1ccc(Nc2nnc(SCc3nc4ccccc4c(=O)[nH]3)s2)cc1	5.3
CCCc1nc2sc3c(=O)[nH]cnc3c2c2c1CCCC2	-5.1
OCCN1CCN(C(=S)Nc2cccc(C(F)(F)F)c2)CC1	3.0
Clc1ccc2c(c1)nc1n2CCCC1	0.0
C#CCSc1nc(=O)c2cccnc2n1-c1ccc(C)cc1	-8.1
CCOC(=O)c1cnc(COc2ccccc2Cl)[nH]c1=O	-2.2
N/N=C/C(=N\Nc1ccc(Cl)cc1)C(=O)c1ccncc1	-5.8
Oc1ccc(CCc2n[nH]c(=S)n2-c2ccc(F)cc2)cc1	-2.1
COc1ccc(/C=N/NC(=O)Cn2ccnc2C)cc1OC	-2.0
COCCn1c(SCC(=O)N2CCc3ccccc32)nc2c(c1=O)SC(C)C2 (stereo not given)	-4.9
CCC(=O)Nc1ccc(C(=O)Cn2ncc(Cl)c(Cl)c2=O)cc1	6.2
Nc1cnc(Nc2ccc(Br)cc2)nc1N	8.8
CCn1c(SCC(=O)N/N=C/c2ccccc2OCC(=O)O)nnc1-c1ccc(C)cc1	5.2
CCOC(=O)C1CCCN(Cc2nc(C3CC3)no2)C1 (stereo not given)	5.2
CCOC(=O)N/N=C1\CCS(=O)(=O)c2ccc(Cl)cc21	4.2
O=C(/C=C/c1ccc(F)cc1)Nc1ccc2[nH]c(=O)[nH]c2c1	-0.8
c1ccc(-c2ccc3c(c2)NC(C2Nc4cc(-c5ccccc5)ccc4O2)O3)cc1 (stereo not given)	6.9
CCc1nc(SCC(=O)N2CCCc3ccccc32)c2c(=O)n(C)c(=O)n(C)c2n1	15.3
COc1ccc(NC(=O)COC(=O)Cn2cnc3ccccc3c2=O)cc1OC	19.9
O=C(NN1C(=O)/C(=C\c2ccc(O)c([N+](=O)[O-])c2)SC1=S)c1ccccc1Cl	-10.4
CCOC(=O)C1=C(O)/C(=C/c2cc(C)n(-c3ccccc3)c2C)N=C1C	-0.5
NC(=O)c1ccc(NC(=O)COC(=O)/C=C/c2ccc3c(c2)OCO3)cc1	-21.0
COc1ccc(-c2cn[nH]c2-c2ccc(OCc3ccccc3F)cc2O)cc1OC	0.7
COc1ccc(NC(=O)c2[nH]c(C)c(C(C)=O)c2C)cc1S(=O)(=O)Nc1ccc(Br)cc1	3.6
CCOC(=O)CC1C(=O)NCCN1c1nc2c(C)cccn2c(=O)c1/C=C1\SC(=S)N(C(C)CC)C1=O (stereo not given)	29.7*
N#CC1C(C#N)N2CCCN2C1c1ccc(Br)cc1 (stereo not given)	-15.4
(list continues)
SMILES	S1P3 antag
COc1ccc(C2/C(=C(/O)c3ccc(C)cc3)C(=O)C(=O)N2c2ccccn2)cc1OC (stereo not given)	-9.5
CCOc1ccccc1CN1CCN(CC2=Cc3cc(OC)ccc3OC2)CC1CCO (stereo not given)	-1.7
N#CNc1nc(O)cc(=O)[nH]1	3.2
Cc1ccc(-n2c(SCc3ccc(C(=O)O)cc3)nnc2-c2ccncc2)cc1	-6.2
N#Cc1ccc(C(=O)CSc2n[nH]c(=O)n2-c2cccnc2)cc1	5.9
CCn1nc(NC(=O)c2ccccc2)c2cc3cccc(C)c3nc21	-0.9
COc1cccc(C2c3c(oc4ccccc4c3=O)C(=O)N2CCCN2CCOCC2)c1OC (stereo not given)	-7.6
COc1c(O)ccc(/C=N/NC(=O)c2ccc3c(c2)OCCO3)c1[N+](=O)[O-]	6.2
O=C(NNC(=O)C1[C@H]2CCCC[C@@H]12)Nc1cccc2ccccc12 (stereo not given in full)	10.9
COc1ccccc1N(C)S(=O)(=O)c1ccc(C(=O)NC(C)c2ccccc2)cc1 (stereo not given)	-0.8
COCCN(CCOC)S(=O)(=O)c1ccc(C(=O)Nc2c(C)n(C)n(-c3ccccc3)c2=O)cc1	1.2
NC(=S)N/N=C1\CC(c2ccc3c(c2)OCCO3)Oc2ccc(F)cc21 (stereo not given)	-4.5
Cc1nonc1OC(C)CNCCNc1ccc([N+](=O)[O-])cc1 (stereo not given)	2.8
Cn1cnc([N+](=O)[O-])c1NCc1ccccc1	-13.3
Cc1cc2c(NC(=O)Nc3ccccc3)cccc2nn1	1.5
NNC(=O)CS(=O)(=O)CS(=O)(=O)CC(=O)NN	7.4
COc1ccc(/C=C/C(=O)NCC(=O)N/N=C(\C)Cc2ccccc2)cc1	-1.3
O=C(/C=C/c1ccccc1)Nc1sc2c(c1C(=O)O)CCC2	-2.8
O=C1N=C(N2CCCCC2)S/C1=C\c1ccncc1	11.6
Cc1cc(C)cc(NC(=O)Nc2cccc(S(N)(=O)=O)c2)c1	7.1
N#CC1(Nc2cccc(Br)c2)C(=O)Nc2ccccc21 (stereo not given)	2.2
CC1=C(C(N)=O)C(c2cccs2)n2ncnc2N1 (stereo not given)	-4.3
CN(c1ccccc1)c1nc(N)c([N+](=O)[O-])c(NCCO)n1	11.1
CC(C)CNc1nnnc2c1sc1nc(N3CCOCC3)c3c(c12)CCCC3	-2.3
O=c1cc(-c2ccc(O)cc2)oc2c(O)c(O)c(O)c(O)c12	-6.9

Assay outcomes (PubChem BioAssay)

This is a subset, so the mix of outcomes need not match the whole.
